From PubChem
Yp Topo-I inh: Yersinia pestis topoisomerase I inhibitors, primary screen, biochemical, cleavage product accumulation, plate reader, single point; DNA topoisomerase I (Yersinia pestis CO92); Y. pestis Topo-I cleavage product accumulation; activity, % at 10 µM; hit rate 0.064% among 360,000; in the data active = activity above about 50%, passing the limit was not always enough; also: inactives centre near 2
3CLpro inhibitor: SARS-CoV 3CLpro protease inhibitors, primary screen, biochemical, quenched FRET. hit rate 0.14% among 290,000. inhibition, % at 6 µM. Replicase polyprotein 1ab (Severe acute respiratory syndrome coronavirus), P0C6X7. recombinant SARS-CoV 3CLpro, quenched FRET peptide cleavage; in the data active = inhibition above about 12%
Anthrax LF prot: Bacillus anthracis LF protease inhibitors, primary screen, biochemical, multiplex microsphere, MLPCN library; Lethal factor (Bacillus anthracis), P15917; multiplex microsphere protease cleavage assay; inhibition, % at 10 µM; hit rate 0.12% among 360,000; in the data active = inhibition above about 30%; also: plate controls were buffer without enzyme for full effect and enzyme alone for no effect
Target sequence (P15917 whole entry, looked up): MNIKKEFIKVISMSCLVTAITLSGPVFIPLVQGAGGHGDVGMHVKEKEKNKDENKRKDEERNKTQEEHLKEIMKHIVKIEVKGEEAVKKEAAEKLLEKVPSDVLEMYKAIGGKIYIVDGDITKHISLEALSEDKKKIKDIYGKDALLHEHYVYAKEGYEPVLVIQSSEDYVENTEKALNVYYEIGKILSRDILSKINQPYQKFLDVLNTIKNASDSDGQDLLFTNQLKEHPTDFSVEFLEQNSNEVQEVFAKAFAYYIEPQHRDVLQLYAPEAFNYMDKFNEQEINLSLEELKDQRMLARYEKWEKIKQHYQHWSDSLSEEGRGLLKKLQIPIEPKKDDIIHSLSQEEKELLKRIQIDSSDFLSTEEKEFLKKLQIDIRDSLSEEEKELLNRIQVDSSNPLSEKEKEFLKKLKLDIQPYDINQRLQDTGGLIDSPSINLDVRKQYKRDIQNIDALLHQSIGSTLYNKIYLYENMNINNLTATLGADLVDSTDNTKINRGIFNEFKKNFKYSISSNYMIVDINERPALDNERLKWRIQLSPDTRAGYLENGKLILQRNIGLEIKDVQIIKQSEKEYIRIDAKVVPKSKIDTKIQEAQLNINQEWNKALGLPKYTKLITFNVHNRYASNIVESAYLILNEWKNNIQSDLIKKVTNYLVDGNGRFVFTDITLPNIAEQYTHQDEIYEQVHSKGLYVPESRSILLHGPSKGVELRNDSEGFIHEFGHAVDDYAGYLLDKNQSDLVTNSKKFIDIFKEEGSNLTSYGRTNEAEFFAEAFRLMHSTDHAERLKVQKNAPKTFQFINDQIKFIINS
MazF activator: activators of E. coli MazEF toxin-antitoxin RNase, primary screen, biochemical, fluorescence, uHTS; Endoribonuclease toxin MazF (Escherichia coli (strain K12)), P0AE70; FAM/BHQ RNA-DNA oligo cleavage fluorescence, 5 h; activation, % at 20 µM; hit rate 0.32% among 350,000; AID 504720, 2011; in the data active = activation above about 50%
Target sequence (P0AE70 whole entry, looked up): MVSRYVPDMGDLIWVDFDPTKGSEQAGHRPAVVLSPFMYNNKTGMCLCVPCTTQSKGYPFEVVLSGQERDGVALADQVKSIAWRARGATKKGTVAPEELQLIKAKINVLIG
TcdB inh: TcdB glycohydrolase inhibitors, primary screen, biochemical, single point, plate reader; hit rate 0.24% among 350,000; Toxin B (Clostridioides difficile), P18177; TcdB glycohydrolase enzymatic assay; inhibition, % at 9.99 µM; in the data active = inhibition above about 10%
PriA SSB inh: inhibitors of Klebsiella pneumoniae PriA binding to SSB C-terminal tail, primary screen, biochemical, AlphaScreen | PriA–SSB C-terminal tail interaction (Klebsiella pneumoniae) | AlphaScreen SSBct-PriA binding, biotinylated peptide | hit rate 0.6% among 430,000 | inhibition, % at 33 µM; in the data active = inhibition mostly above about 37%, no sharp cut-off; inactive = mostly below about 20%;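 also: plate controls were negative control peptide for no effect and reference peptide for full effect; strong numbers were not always called active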
BH1578 lux ind: inducers of Vibrio cholerae quorum light production without autoinducers, primary screen, BH1578 luxS cqsA deficient, single point; V. cholerae BH1578 lux reporter, luminescence, 6 h; activation, % at 18.7 µM; hit rate 0.16% among 350,000; in the data active = activation mostly above about 9.7%, no sharp cut-off; also: not every result past the cut was called active; inactives centre near 0; reference of the scale not given here
Rv3671c protease: Rv3671c serine protease inhibitors, primary screen, biochemical, fluorescence polarization, M. tuberculosis H37Rv | P9WHR9 | inhibition, % at 5.96 µM | hit rate 0.048% among 320,000 | AID 2606, 2010; in the data active = inhibition above about 38%;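 also: extracellular domain of Rv3671c used as enzyme; 0% = enzyme with DMSO and 100% = no enzyme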
PfHsp40 yeast: rescue of yeast from PfHsp40 toxicity, primary screen, S. cerevisiae, ATP luminescence; S. cerevisiae expressing PfHsp40, growth rescue; growth rescue, % at 12.5 µM; hit rate 0.68% among 340,000; in the data active = growth rescue above about 28%, passing the limit was not always enough;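 also: yeast W303a lacking pdr1 and pdr3 grown in galactose medium; growth measured after three days at 30 °C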
VHR inh abs: VHR1 phosphatase inhibitors, primary screen, biochemical, absorbance, uHTS; recombinant VHR phosphatase, pNPP absorbance; inhibition, % at 13.3 µM; hit rate 0.52% among 290,000; AID 1654, 2009; in the data active = inhibition above about 50%; also: some compounds called inactive have numbers as strong as hits
Starred values were filed as active, the others as inactive; i = inactive; / = not tested or not shown; & = joins results of further samples. This is a subset. The share of hits here may be higher or lower than overall.

No.	compound	PriA SSB inh	PfHsp40 yeast	3CLpro inhibitor	TcdB inh	Yp Topo-I inh	BH1578 lux ind	Anthrax LF prot	MazF activator	VHR inh abs	Rv3671c protease
1	COc1ccccc1N1CCN(C(=O)c2ccncc2)CC1	6	-0.8	3	/	11	i	-1	-1	4	-4
2	Cc1cc(C)cc(C(=O)NCC(=O)OCC(=O)Nc2ccc(C)cc2Br)c1	-7	-0.1	-1	7.1	3	i	-1	-7	7	-6
3	O=C(CSc1nccn1Cc1ccccc1)NC1CCCC1	3	-0.7	-3	1.2	-1	i	-1	4	18	3
4	CN1OC[C@@H]2CN(Cc3cc(Cl)cc(Cl)c3)[C@H](c3cccc(Br)c3)C[C@@H]21	-15	3.3	/	0.6	24	i	-3	-13	/	/
5	CC(C)NC(=O)C1(C)CCN1C(=O)c1cccc(Cl)c1 (stereo not drawn)	/	/	/	0.0	2	i	0	/	/	/
6	CC(C)OC(=O)c1c(NC(=O)c2cnn3c2NC(c2ccccc2)CC3C(F)(F)F)sc2c1CCCC2 (stereo not drawn)	-15	-0.9	3	/	1	i	-2	4	10	-8
7	CC(C)N(Cc1ccccc1)C(=O)COC(=O)c1ccccc1SCC(=O)N1CCCC1	-2	0.0	/	-0.2	17	i	1	7	/	10
8	O=C(CC(=O)c1ccccc1)Nc1ccc2c(c1)OCCO2	-2&-4	-0.3	-1	/	-6	-0.5	0	7	-26	-61

No.	compound	PriA SSB inh	PfHsp40 yeast	3CLpro inhibitor	TcdB inh	Yp Topo-I inh	BH1578 lux ind	Anthrax LF prot	MazF activator	VHR inh abs	Rv3671c protease
9	COc1ccc(/C=C/C(=O)O/N=C(\N)c2ccccc2)cc1OC	i	3.0	6	1.7	7	-0.6	0	7	37	-6
10	Cc1cc(C)n(-c2nc3c(c(=O)[nH]c(=O)n3C)n2Cc2ccccc2)n1	4	-0.5	-3	/	-5	-3.4	-8	1	8	12
11	Cc1cc(NCCN)nc2ccccc12	8	0.1	3	/	5	-0.5	-3	3	14	6
12	O=C(c1ccco1)N1CCN(C(=O)c2cc(-c3ccc(F)cc3)no2)CC1	-5	-0.2	-1	1.7	8	-0.4	0	-2	6	-3
13	OCCN(CC#CCn1c2ccccc2c2ccccc21)CCO	9	-0.9	3	2.2	3	i	13	6	2	1
14	O=C(CSc1nnc(-c2ccncc2)n1Cc1ccco1)N1c2ccccc2Sc2ccc(Cl)cc21	19	1.6	-4	/	22	2.0	0	-2	31	4
15	COc1ccc2c(C)cc(SCC(=O)Nc3cccnc3Cl)nc2c1	-8	-0.1	0	0.2	18	-0.4	-5	14	5	2
16	COC(=O)CSc1nnc(-c2ccco2)n1Cc1ccco1	4	0.9	1	/	7	i	-3	2	15	-2

No.	compound	PriA SSB inh	PfHsp40 yeast	3CLpro inhibitor	TcdB inh	Yp Topo-I inh	BH1578 lux ind	Anthrax LF prot	MazF activator	VHR inh abs	Rv3671c protease
17	CCc1nc2ccc(C(=O)NCCN3CCOCC3)cn2c1N(CC)CCOC	/	/	/	2.0	1	i	-6	/	/	/
18	Cc1cc2ncn(-c3ncccc3[N+](=O)[O-])c2cc1C	4	1.1	1	-0.5	-2	1.0	-1	-20	-20	-6
19	CCN(CC)S(=O)(=O)c1ccc(C)c(C)c1	-16	0.1	0	/	8	-0.3	/	2	12	3
20	CNC[C@H]1OCCCC[C@H](C)Oc2ccc(NC(=O)CCCN(C)C)cc2C(=O)N([C@H](C)CO)C[C@@H]1C	/	/	/	0.5&0.0&0.3	5	-2.4	-4	-15	/	/
21	COc1ccc(-c2ccc(C(=O)Nc3cccc(NS(C)(=O)=O)c3)c3occc23)c(C)c1	/	/	/	-0.5	26	-5.9	-6	/	/	/
22	COc1cccc(C2=NOC(C(=O)NCc3ccco3)C2)c1 (stereo not drawn)	-1	0.2	10	/	6	-2.8	0	0	17	1
23	COc1ccccc1Nc1nc(NCC(C)C)nc(N)c1[N+](=O)[O-]	8	2.0	2	0.6	-4	-0.6	-1	-12	29	-15
24	CCOC(=O)c1[nH]c2ccc(OC)cc2c1NC(=O)N1CCOCC1	-8	1.0	4	/	-6	i	1	5	40	-2

No.	compound	PriA SSB inh	PfHsp40 yeast	3CLpro inhibitor	TcdB inh	Yp Topo-I inh	BH1578 lux ind	Anthrax LF prot	MazF activator	VHR inh abs	Rv3671c protease
25	O=C(c1ccccc1)c1cc([N+](=O)[O-])ccc1N1CCCC1	20	-1.4	2	/	12	-0.2	-3	5	-7	-5
26	COC(=O)c1cc(=O)nc2sccn12	-5	-1.0	2	/	-8	i	-4	-10	24	-14
27	Cc1cccc(C)c1NC(=S)N(Cc1ccccc1)Cc1cccnc1	0	0.0	-1	1.6	1	1.1	-5	1	29	4
28	O=C(O)c1ccc(-n2c(O)c(/C=C3\C=Nc4ccccc43)c(=O)[nH]c2=O)cc1	/	0.1	2	-0.4	3	i	-2	-8	24	1
29	CC1(C(=O)NS(=O)(=O)c2cccc(Cl)c2)CCN1C(=O)COc1ccc(Cl)cc1 (stereo not drawn)	/	/	/	0.6	4	i	-3	/	/	/
30	CCc1cccc(CC)c1NC(=S)Nc1ccccc1	-4	0.2	1	0.2	1	i	0	2	35	2
31	COc1cccc(C(=O)NC2CCCN(C3Cc4ccccc4C3)C2)c1OC (stereo not drawn)	-4	0.3	1	-0.7	0	-0.3	0	8	-42	6
32	CCCCCC(/C=N/Nc1ccc(S(=O)(=O)N2CCOCC2)cc1[N+](=O)[O-])=C\c1ccccc1	/	2.5	-2	/	6	-0.6	-1	7	23	11

No.	compound	PriA SSB inh	PfHsp40 yeast	3CLpro inhibitor	TcdB inh	Yp Topo-I inh	BH1578 lux ind	Anthrax LF prot	MazF activator	VHR inh abs	Rv3671c protease
33	Cc1nnc(SCCN2C(=O)c3ccccc3C2=O)nc1C	2	0.3	/	/	-2	i	-3	-3	/	2
34	O=C(C1CCN(S(=O)(=O)N2CCC3(CC2)OCCO3)CC1)N1CCc2ccccc2C1	-1	-1.1	2	1.4	19	-0.4	0	5	24	2
35	COc1ccc([N+](=O)[O-])cc1N(CC(=O)Nc1ccccc1C(=O)N1CCCC1)S(C)(=O)=O	0	-0.9	-3	1.1	-12	i	-4	11	14	1
36	Cc1ccc(S(=O)(=O)N2CCN(C(=O)CCC(=O)NCc3ccc(F)cc3)CC2)cc1	-12	-0.8	0	/	9	-1.6	-2	-6	14	-15
37	Cc1cc(C)n(Cc2n[nH]c(=S)n2Cc2ccccc2)n1	0	0.2	4	/	-5	1.8	5	0	21	-3
38	CCCS(=O)(=O)Nc1cccc(-c2cn3c(n2)SCC3)c1	2	-0.4	2	2.0	3	i	3	0	4	4
39	O=C(Nc1ccc2c(c1)OCCO2)c1cncc(Br)c1	19	-1.8	2	/	3	i	7	6	4	-9
40	Cc1nn(C)c(C)c1NC(=O)c1ccc(Br)o1	-6	2.0	2	0.5	-3	i	-4	7	1	8

No.	compound	PriA SSB inh	PfHsp40 yeast	3CLpro inhibitor	TcdB inh	Yp Topo-I inh	BH1578 lux ind	Anthrax LF prot	MazF activator	VHR inh abs	Rv3671c protease
41	C1=C\CCC2(OCCO2)C2(CC/1)OCCO2	/	/	/	2.1	1	i	2	5	/	/
42	CCOc1ccccc1CNC(=O)CCCC(=O)n1nc(C)c2ccccc21	-13	-0.5	-1	0.2	-3	i	-2	-32	-16	-1
43	COc1cccc(C(=O)CC(=O)C(=O)Nc2cc(OC)ccc2OC)c1	2	1.2	0	-0.2	-8	-0.9	-2	10	10	-9
44	CCN(CC)c1ccc(C(=O)OCC(=O)Nc2ccc3[nH]c(=O)[nH]c3c2)cc1	12	-0.9	2	0.6	15	i	0	5	21	-7
45	COc1ccc(-c2cc(C(=O)N(C)CC(=O)Nc3cccc(F)c3)c3ccccc3n2)cc1OC	/	/	/	2.3	8	0.4	0	1	/	/
46	CN(c1ccc(C(=O)Nc2ccccc2C(=O)N2CCCC2)cc1)S(C)(=O)=O	5	0.6	3	/	1	-3.0	-2	6	25	-10
47	O=[N+]([O-])c1cc(S(=O)(=O)N2CCCC2)ccc1N/N=C/c1ccccn1	/	-0.8	4	0.4	-9	-0.3	0	-7	5	2
48	CCOC(=O)N1CCN(CC(O)COc2ccccc2C(C)C)CC1 (stereo not drawn)	-10	0.3	1	/	24	-0.4	0	0	5	-6

No.	compound	PriA SSB inh	PfHsp40 yeast	3CLpro inhibitor	TcdB inh	Yp Topo-I inh	BH1578 lux ind	Anthrax LF prot	MazF activator	VHR inh abs	Rv3671c protease
49	CCCC12CN3CC(C)(CN(C1)C31C(=O)Nc3ccc(C)cc31)C2=O (stereo not drawn)	-10	2.6	4	1.3	-1	-6.5	-1	0	18	2
50	COc1ccccc1C(=O)NCC(=O)Nc1ccccc1	-5	3.0	-4	/	-4	i	-3	2	4	2
51	CCC(=O)N(Cc1cc2ccc(C)cc2[nH]c1=O)c1ccccc1OC	-8	0.2	-1	0.1	2	-0.5	15	8	4	7
52	CC1(C)Cc2c(C#N)c(SCCOc3ccccc3)nc(N3CCOCC3)c2CO1	-8	2.8	3	/	1	-3.8	-1	2	2	-10
53	Cc1cccc(C)c1NC(=O)COc1cccc(/C=N/NC(=O)C(=O)NCc2ccccc2)c1	/	-0.4	-4	1.0	0	/	-4	-13	25	0
54	COc1ccc(OC)c(NC(=O)CCCC(=O)NC2CCCCC2)c1	-1	0.2	0	0.6	-1	-2.3	/	-12	12	-4
55	COc1cc(CC(NC(C)=O)C(=O)NC2CCN(C(=O)Nc3ccccc3C)CC2)cc(OC)c1 (stereo not drawn)	-9	-1.3	-6	1.8	2	i	-12	-6	-11	-2
56	CCOC(=S)SCC(=O)Nc1nc(C)c(C)s1	2	-0.8	1	1.2	0	-0.4	3	7	-17	-2
57	COc1ccc(S(=O)(=O)N2CCOCC2)cc1NC(=O)Cc1c(Cl)cccc1Cl	-20	1.5	1	/	1	-0.3	0	7	-7	-9
58	CC(=O)c1cnc2nc(SCc3cccc(C)c3)nn2c1C	-7	0.6	8	1.1	21	-0.4	2	1	5	-6

Looked up by structure from the entries so far, three records:
No.	compound	PriA SSB inh	PfHsp40 yeast	3CLpro inhibitor	TcdB inh	Yp Topo-I inh	BH1578 lux ind	Anthrax LF prot	MazF activator	VHR inh abs	Rv3671c protease
50	COc1ccccc1C(=O)NCC(=O)Nc1ccccc1	-5	3.0	-4	/	-4	i	-3	2	4	2
57	COc1ccc(S(=O)(=O)N2CCOCC2)cc1NC(=O)Cc1c(Cl)cccc1Cl	-20	1.5	1	/	1	-0.3	0	7	-7	-9
58	CC(=O)c1cnc2nc(SCc3cccc(C)c3)nn2c1C	-7	0.6	8	1.1	21	-0.4	2	1	5	-6
